High-throughput results as filed in PubChem.
GoLoco inh red: inhibitors of human Gai1-RGS12 GoLoco interaction (red fluorophore); 230,000 compounds, 0.44% hits; Gai1:RGS12 GoLoco peptide FP, rhodamine, 10 min; Potency, µM (series often up to 61.6 µM), for inactives: at the top dose activity, negative = inhibition, most hits filed as inhibitors; P63096; active means well fitted inhibition curve with a large enough effect, not every such curve was filed as active; inactive means no such curve, though single readings can be large or run the other way; further: on the % scale 0 is the no-effect control and ±100 the full control effect; nearly all actives have a fitted effect of over 30% in size; many of its hits are not listed in these tables
Target sequence (P63096 whole entry, looked up): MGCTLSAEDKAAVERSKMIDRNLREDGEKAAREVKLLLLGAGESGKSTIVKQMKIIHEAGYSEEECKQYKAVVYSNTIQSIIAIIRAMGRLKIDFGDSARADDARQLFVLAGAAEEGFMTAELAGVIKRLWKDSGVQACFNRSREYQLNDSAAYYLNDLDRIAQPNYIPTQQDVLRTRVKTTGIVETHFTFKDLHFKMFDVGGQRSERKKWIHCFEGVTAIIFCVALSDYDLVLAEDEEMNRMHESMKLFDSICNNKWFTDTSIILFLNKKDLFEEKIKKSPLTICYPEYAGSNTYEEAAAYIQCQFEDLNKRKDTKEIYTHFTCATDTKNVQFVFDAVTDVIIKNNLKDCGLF
GAA glycogen: alters human alpha-glucosidase cleavage of glycogen; 300,000 compounds, 0.38% hits; AID 2100; Potency, µM (top dose mostly 76.4 µM), for the others: at the highest dose activity change, negative = inhibition, actives largely listed as inhibitors; recombinant GAA, glycogen substrate, Amplex Red glucose oxidase fluorescence; P10253;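 further: 0% = full enzyme reaction and -100% = no-enzyme basal signal; the screen sought inhibitors and activators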
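Recombinant human alpha-glucosidase (4 nM final) hydrolysed bovine liver glycogen (30 ug) for 40 min at 37 C in pH 5.0 citrate/phosphate with 0.01% Tween-20. Released glucose detected by glucose oxidase/Amplex Red, Ex 573/Em 610 nm. Compounds up to 77 uM; AC50 from Hill fits.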
JMJD2E inh: inhibitors of human JMJD2E histone demethylase; B2RXH2; JMJD2E catalytic domain, FDH-coupled NADH fluorescence (FDH is formaldehyde dehydrogenase); Potency, µM (highest dose often 57.1 µM), for inactives: at the top dose activity change, negative = inhibition, actives largely listed as inhibitors; 230,000 compounds, 1.6% hits; active means well fitted inhibition curve with a large enough effect, not every such curve was filed as active; inconclusive means small, poorly fitted or top-dose-only effect, or another doubt; inactive means no such curve, though single readings can be large or run the other way;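 further: 0% = wells with enzyme and -100% = buffer wells without enzyme; nearly all actives have a fitted effect of over 50% in size; many of its hits are not listed in these tables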
Target sequence (B2RXH2 1-337 limits assumed): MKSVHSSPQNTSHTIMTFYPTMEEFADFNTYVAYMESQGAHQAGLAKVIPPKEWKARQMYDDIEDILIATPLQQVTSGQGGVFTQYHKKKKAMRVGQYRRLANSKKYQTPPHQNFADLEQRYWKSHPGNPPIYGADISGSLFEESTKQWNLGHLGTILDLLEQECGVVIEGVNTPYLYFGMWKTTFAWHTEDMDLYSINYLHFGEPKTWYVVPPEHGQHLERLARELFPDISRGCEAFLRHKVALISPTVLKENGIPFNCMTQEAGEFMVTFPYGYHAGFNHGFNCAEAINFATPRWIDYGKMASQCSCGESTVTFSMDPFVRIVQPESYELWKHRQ
SMN2 splice enh: increases expression of the SMN2 splice variant. HEK293 SMN2-luciferase splicing reporter, luminescence, 30-36 h. Potency, µM (highest dose often 46.1 µM), for inactives: top-dose activity change, positive = activation, most hits filed as activators. 210,000 compounds, 2.8% hits. AID 1458; further: % of control where 0% means no effect; nearly all actives have a fitted effect of over 55% in size
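qHTS luciferase splicing reporter: luminescence rises when SMN2 exon 7 is included in transfected HEK293 cells. Compound exposure lasted 30-36 h at 37C, with 4.5 mM final sodium butyrate as control, followed by a ONE-Glo read.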
GAA inhib: alpha-glucosidase (human) inhibition. P10253. purified human GAA, 4-MU-alpha-glucoside fluorescence. Potency, µM (top dose mostly 76.9 µM), for the others: at the top dose activity change, negative = inhibition, actives largely listed as inhibitors. 200,000 compounds, 0.005% hits. AID 1466;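 further: plate controls were uninhibited enzyme wells for no effect and no-enzyme background for full effect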
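Read-out is 4-methylumbelliferone fluorescence (Ex 365/Em 440 nm) after NaOH/glycine stop at pH 10. Enzyme 4 nM, substrate 400 uM, pH 5.0 citrate buffer, 20 min room temperature; AC50 from Hill-equation concentration-response.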
aGlu spleen mod: inhibits or activates alpha-glucosidase in human spleen homogenate; human spleen homogenate, 4-MU-alpha-glucoside fluorescence; Potency, µM (titrated, usually from 79.9 µM), without a hit: at the highest dose activity change, negative = inhibition, hits mostly inhibitors; 240,000 compounds, 0.006% hits;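 further: 0% = enzyme with vehicle and -100% = no enzyme basal signal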
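Human spleen homogenate (1 ug) with 4-methylumbelliferyl-alpha-D-glucopyranoside (1 mM final) in 50 mM citrate/phosphate pH 5.0, 0.01% Tween-20; 40 min at 37 C. Stopped at pH 10; 4-MU fluorescence Ex 365/Em 440 nm; AC50 by Hill fit.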
ALDH1A1 block: ALDH1A1 (human) enzyme inhibition; Purified ALDH1A1, NADH fluorescence, propionaldehyde substrate; Potency, µM (titrated, usually from 75.3 µM), inactives show at the highest dose activity, negative = inhibition, hits mostly inhibitors; 220,000 compounds, 7.3% hits; active means well fitted inhibition curve with a large enough effect, not every such curve was filed as active; inconclusive means small, poorly fitted or top-dose-only effect, or another doubt; inactive means no such curve, though single readings can be large or run the other way;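 further: plate controls were no enzyme wells and a reference inhibitor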
GLA spleen mod: inhibits or activates alpha-galactosidase in human spleen homogenate; human spleen homogenate, 4MU-alpha-Gal fluorescence, 40 min; AID 2107; 240,000 compounds, 0.008% hits; Potency, µM (top dose mostly 80 µM), for the others: at the highest dose activity change, negative = inhibition, usual class: inhibitors;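 further: 0% = enzyme with vehicle and -100% = no enzyme basal signal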
Target sequence (P06280 32-429 limits assumed): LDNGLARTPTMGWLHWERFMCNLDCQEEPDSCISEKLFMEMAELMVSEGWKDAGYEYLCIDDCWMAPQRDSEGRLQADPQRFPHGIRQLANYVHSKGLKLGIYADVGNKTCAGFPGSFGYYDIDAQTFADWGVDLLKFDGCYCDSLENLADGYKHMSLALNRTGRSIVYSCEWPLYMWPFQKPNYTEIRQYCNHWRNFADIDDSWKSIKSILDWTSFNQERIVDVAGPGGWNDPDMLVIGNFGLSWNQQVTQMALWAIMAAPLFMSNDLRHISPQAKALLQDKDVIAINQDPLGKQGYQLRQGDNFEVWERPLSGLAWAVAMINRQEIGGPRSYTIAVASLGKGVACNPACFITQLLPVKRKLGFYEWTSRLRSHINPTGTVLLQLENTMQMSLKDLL
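qHTS titration in buffer at pH 5.0. Alpha-galactosidase activity in spleen homogenate was measured via 4-methylumbelliferone release from 1 mM fluorogenic substrate after 40 min at 37C and a pH 10 stop. AC50 came from Hill fits of control-normalized data.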
An asterisk follows results filed as active; ? = inconclusive; . = no result given; [ ] = another dose, or the depositor's remark. Unless noted, the call rests on the fitted dose curve; in most records, active means well fitted curve in the direction sought with a large enough effect; inconclusive means small, poorly fitted or top-dose-only effect, or another doubt; inactive means no such curve, though single readings can be large; an effect the other way counts as inactive or inconclusive. Potency means the concentration at half of the fitted maximal effect. Only part of the results is shown, so the mix of outcomes need not match the whole.

entry	structure	SMN2 splice enh	aGlu spleen mod	ALDH1A1 block	GAA inhib	JMJD2E inh	GoLoco inh red	GLA spleen mod	GAA glycogen
1	O=C(O)C12CC3CC(C1)CC(n1ncc(NCc4ccccc4)c(Cl)c1=O)(C3)C2	-8.4%	-2.4%	?	-23.5%	4.1%	0.2%	1.3%	5.4%
2	O=C(/C=C/c1cn(-c2ccccc2)nc1-c1cccnc1)N1CCCCC1	3.2%	-6.3%	?	-1.0%	3.2%	10.9%	0.0%	-12.5%
3	CC(C)NC(=O)N1CCC2(CC1)CCN(C(=O)c1csnn1)CC2	8.0%	2.1%	2.4%	.	.	7.2%	12.8%	.
4	O=C(c1ccc(C(F)(F)F)cc1)N1CCC(=O)N(C(COCc2ccc(Cl)cc2)Cc2ccccc2)CC1 (configuration not stated)	-10.0%	2.6%	-7.7%	-4.3%[15.4 µM]	6.0%	14.2%	2.4%	-28.5%
5	Cc1nnc(SCSc2nnc(C)s2)s1	-4.6%	-1.4%	8.7%	-10.2%	5.6%	-1.6%	5.2%	12.7%
6	CCN1C(=O)C(O)(CC(=O)c2ccc3c(c2)OCCO3)c2ccccc21 (configuration not stated)	-0.1%	1.3%	?	-8.1%	-16.7%	-0.5%	-0.4%	1.9%
7	C=CCN1CN(Cc2ccco2)CNC1=S	15.9%	3.1%	-0.6%	3.6%	1.1%	-12.2%	-3.1%	-2.3%
8	CCOC(=O)c1c(-c2ccc(C)cc2)csc1NC(=O)C1CC=CCC1C(=O)O (configuration not stated)	3.6%	1.5%	-9.6%	-0.5%	-14.4%	10.2%	-11.4%	-4.6%
9	CCOC(=O)c1oc2ccc3c(c2c1C)C(=O)CC1(CCN(C(=O)OCC)CC1)O3	-46.8%[inhibitor]	-6.5%	?	-1.2%	?	14.9%	-14.8%	-5.4%
10	N/C(Cc1ccc([N+](=O)[O-])cc1)=N\OC(=O)c1ccc(Br)o1	-6.9%	-1.7%	1.1%	-14.4%	1.9%	-8.5%	-13.2%	-1.1%
11	CCCC(=O)NC(Nc1cccc(C(F)(F)F)c1)C(Cl)(Cl)Cl (configuration not stated)	-10.7%	-7.6%	6.5%	-1.3%	-0.8%	0.1%	2.0%	-6.9%
12	N#CC1=C(N)OC2=C(C(=O)CCC2)C1c1cccs1 (configuration not stated)	.	-1.9%	-2.1%	-0.5%	-6.8%	-2.6%	-25.2%	18.5%
13	CCCC(=O)c1ccc(N2CCN(C(=O)c3ccccc3Br)CC2)c(F)c1	-68.2%[inhibitor]	-13.9%	15.8µM*	-24.5%	-1.9%	1.2%	-1.2%	-6.9%
14	CC(=O)NNC(=O)C(O)(c1ccccc1)c1ccccc1	12.2%	0.0%	6.1%	-6.2%	-1.8%	4.9%	3.3%	2.5%
15	c1ccc(-n2ncc3c2ncn2nnnc32)cc1	4.8%	0.1%	8.2%	1.8%	7.2%	3.6%	2.3%	-6.9%
16	CCc1ccc2nc(N=C(N)N)nc(C)c2c1	-32.9%[inhibitor]	-3.5%	18.2%	2.3%	-14.1%	8.4%	8.1%	5.3%
17	Cc1cc(C)c(-n2c(O)c(C=NCCN3CCOCC3)c(=O)[nH]c2=O)c(C)c1	1.7%	-6.1%	7.3%	1.4%	3.6%	-2.3%	-12.5%	4.1%
18	CCCCCCCCCS(=O)(=O)Nc1cc(C)ccn1	-10.7%	-2.5%	-10.8%	-2.2%	?	1.8%	5.5%	-5.1%
19	COc1ccc(-c2nc3c(c4c2C[C@H](c2ccccc2)OC4)CN(S(=O)(=O)c2ccc(C#N)cc2)CC3)c(C)c1	5.5%[9.22 µM]	3.1%[17.4 µM]	0.501µM*	.	9.7%[11.4 µM]	-13.3%[14.2 µM]	5.9%[17.5 µM]	.
20	CCc1nc(SCC(=O)Nc2ccc3c(c2)OCCO3)c2oc3ccccc3c2n1	-6.9%	-5.5%	22.7%	0.2%	-0.5%	4.5%	-0.8%	3.5%
21	O=C(Nc1nnc(-c2ccncc2)o1)c1cccc(N2C(=O)CCC2=O)c1	-13.9%	-8.0%	-5.7%	3.0%	?	-3.6%	2.2%	-1.1%
22	Cc1cc(C(F)(F)F)n(-c2nc(C(=O)NN)cs2)n1	-14.3%	6.5%	2.24µM*	-7.6%	18.4%	8.9%	5.7%	-3.3%
23	O=C(CN(c1ccc(F)cc1)S(=O)(=O)c1ccc2c(c1)OCCO2)NCC1CCCO1 (configuration not stated)	-4.2%	-5.3%	-12.8%	-5.6%	1.8%	9.6%	-3.6%	-18.2%
24	Cc1cc(NC(=O)CSc2nc3ccc(Cl)cc3[nH]2)no1	-25.7%	0.8%	-1.9%	-2.4%	-1.4%	10.8%	-4.2%	6.4%
25	CC1CCc2c(sc(NC(=O)c3nc4ncccn4n3)c2C#N)C1 (configuration not stated)	.	5.3%	.	.	-7.6%	-17.5%	7.5%	7.5%
26	CCc1nnc2n1N=C(c1ccc([N+](=O)[O-])cc1)CS2	.	-4.3%	-5.5%	-2.3%	-9.7%	6.4%	-9.8%	-1.1%
27	O=C(NCCCCc1ccccc1)C1CC(c2cc(C(F)(F)F)cc(C(F)(F)F)c2)=NO1 (configuration not stated)	.	-11.7%	.	.	14.3%	3.2%	-12.1%	0.0%
28	Cc1noc(C)c1-c1cc(Nc2ccccc2)ncn1	.	6.1%	?	.	.	6.0%	7.2%	.
29	O=C(Nc1nc(-c2ccccc2)cs1)c1cccc([N+](=O)[O-])c1C(=O)O	16.6%	0.3%	6.9%	4.5%	6.0%	-2.9%	0.8%	1.1%
30	COc1ccc(NCC(O)Cn2cnc3c2c(=O)n(C)c(=O)n3C)cc1 (configuration not stated)	-8.5%	-1.1%	-3.8%	3.9%	?	5.6%	2.9%	-3.4%

In the list so far, 2 contain bromine:
entry	structure	SMN2 splice enh	aGlu spleen mod	ALDH1A1 block	GAA inhib	JMJD2E inh	GoLoco inh red	GLA spleen mod	GAA glycogen
10	N/C(Cc1ccc([N+](=O)[O-])cc1)=N\OC(=O)c1ccc(Br)o1	-6.9%	-1.7%	1.1%	-14.4%	1.9%	-8.5%	-13.2%	-1.1%
13	CCCC(=O)c1ccc(N2CCN(C(=O)c3ccccc3Br)CC2)c(F)c1	-68.2%[inhibitor]	-13.9%	15.8µM*	-24.5%	-1.9%	1.2%	-1.2%	-6.9%

Entries listed so far printed as active in ALDH1A1 block.
cpd	SMILES	SMN2 splice enh	aGlu spleen mod	ALDH1A1 block	GAA inhib	JMJD2E inh	GoLoco inh red	GAA glycogen
13	CCCC(=O)c1ccc(N2CCN(C(=O)c3ccccc3Br)CC2)c(F)c1	-68.2%[inhibitor]	-13.9%	15.8µM*	-24.5%	-1.9%	1.2%	-6.9%
19	COc1ccc(-c2nc3c(c4c2C[C@H](c2ccccc2)OC4)CN(S(=O)(=O)c2ccc(C#N)cc2)CC3)c(C)c1	5.5%[9.22 µM]	3.1%[17.4 µM]	0.501µM*	.	9.7%[11.4 µM]	-13.3%[14.2 µM]	.
22	Cc1cc(C(F)(F)F)n(-c2nc(C(=O)NN)cs2)n1	-14.3%	6.5%	2.24µM*	-7.6%	18.4%	8.9%	-3.3%

The listing continues.
entry	structure	SMN2 splice enh	aGlu spleen mod	ALDH1A1 block	GAA inhib	JMJD2E inh	GoLoco inh red	GLA spleen mod	GAA glycogen
31	CCn1ccnc1CN(C)Cc1cn(-c2ccc(C)cc2)nc1-c1cccc(C)c1	.	7.2%	-6.6%	?	?	13.2%	5.6%	-16.1%
32	O=C(Nc1ccc(-c2csnn2)cc1)C(Cl)(Cl)Cl	.	-2.7%	9.5%	-8.1%	1.1%	1.4%	-3.3%	9.6%
33	Cc1ccccc1NC(=O)c1c(C)nc(SCC(=O)OCc2ccccc2)c(C#N)c1-c1ccc(F)cc1	-8.1%	2.2%	?	-6.8%	?	1.3%	9.1%	10.1%
34	COc1ccccc1CNc1cc(-c2ccccc2CN(C)C)ncn1	.	2.2%	9.3%	.	.	15.0%	6.6%	.
35	Clc1cncc(Cl)c1NNc1c2ccccc2nc2ccccc12	8.7%	?	?	?	?	-5.1%	?	9.9%
36	CCOC(=O)c1ccc(NC(=S)N(CCN2CCCCCC2)Cc2cccs2)cc1	-4.2%	-2.6%	4.1%	-6.4%	-3.7%	-0.5%	-1.6%	-6.3%
37	Cc1noc(C)c1COC(=O)c1cc(=O)[nH]c2ccccc12	-9.8%	0.3%	?	-0.4%	?	-3.8%	1.2%	-0.4%
38	N#C/C(=C(/O)CCl)c1nc(-c2ccccc2)cs1	.	7.0%	?	-2.4%[15.4 µM]	-1.4%	8.2%	-0.2%	-3.6%
39	CC(=O)c1ccc(NC(=S)NNC(=O)c2ccccc2[N+](=O)[O-])cc1	10.4%	-3.7%	?	-13.2%	0.3%	1.2%	3.5%	?
40	Cc1cc(O)c(/C=N/Nc2ccccc2Cl)c(=O)o1	-1.4%	-3.6%	10µM*	-1.3%	?	16.9%	8.7%	25.1µM*
41	Cc1ccc(S(=O)(=O)c2cc3ccccc3nc2N)cc1	-12.2%	.	?	?	?	-15.6%	26.5%	0.2%
42	O=C(Cn1cc(C(F)(F)F)cc(Cl)c1=O)Nc1ccc(N2CCOCC2)cc1	5.7%	-8.7%	1.9%	-5.0%	-10.6%	-10.5%	-7.1%	11.2%
43	COc1ccc(CNC(=O)COc2ccc(F)cc2)cc1	2.3%	?	3.9%	7.9%	1.3%	-1.7%	-2.2%	-5.2%
44	COc1cc(-c2c(C#N)c(N)nc3c2CCCC3)ccc1O	5.0%	4.5%	4.3%	-1.1%	-3.0%	-2.6%	-12.1%	-7.0%
45	O=C(Nc1cccc(C(=O)O)c1)/C(=C\c1ccccc1)NC(=O)c1cccc2ccccc12	.	-8.8%	-2.4%	?	-27.9%	5.0%	-7.7%	19.0%
46	S=C(Nc1ccccc1)Nc1nc2ccccc2n1CCOc1ccc(Br)cc1	-20.4%	-4.7%	9.46µM*	-13.0%	2.3%	3.2%	1.1%	8.4%
47	Cc1cc(CNC(=O)c2cc(-c3ccccc3)nc3ccccc23)nn1C	6.2%	1.7%	?	3.6%	10.9%	-9.5%	-4.0%	-6.5%
48	CN(CCc1cn[nH]c1)C(=O)CC1C(=O)NCCN1Cc1cccc(Oc2ccccc2)c1 (configuration not stated)	.	0.1%	-9.9%	-8.0%	-27.7%	0.0%	7.0%	-10.2%
